Compound activity: PubChem, several laboratories
WT yeast gro inh: growth inhibition of WT yeast, mitochondrial fusion screen; mitochondrial fusion phenotypic screen, WT strain; inhibition, % at 10 µM; 190,000 tested, 2.1% active; AID 1362; in the data active = inhibition above about 58%; tested in S. cerevisiae
UTI89 phage lysis: inhibition of K1F phage lysis, E. coli UTI89, bacterial capsule biogenesis inhibitors, alamar blue (AID 488966); 340,000 tested, 0.02% active; one-dose inhibition, % at 100 µM; IC50 in µM for titrated hits; E. coli UTI89 K1F phage lysis, alamar blue, 2 h; higher % means a stronger effect;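 active = phage lysis inhibition, versus mean bacterial control, above a set limit; inconclusive = no clear call, values can overlap the other calls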;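 also: capsule biogenesis inhibitors block K1F phage lysis so surviving cells raise fluorescence; higher fluorescence means more inhibition of phage lysis; actives were called in the ten point dose series up to 300 µM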
NTR1 ag: agonists of NTR1, primary screen, imaging, U2OS cells, beta-arrestin-GFP, high content (AID 493036); activation, % at 20 µM; 330,000 tested, 0.17% active; P30989; NTR1-U2OS beta-arrestin-GFP spot imaging, agonist mode;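 active = activation at or above 40% of the spot to cytoplasm intensity ratio, with at least 20 cells analyzed; inconclusive = wells under 20 cells, flagged as cytotoxic or low count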;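 also: 0% = DMSO without peptide and 100% = 100 nM NTR1 peptide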
Target sequence (P30989 whole entry, looked up): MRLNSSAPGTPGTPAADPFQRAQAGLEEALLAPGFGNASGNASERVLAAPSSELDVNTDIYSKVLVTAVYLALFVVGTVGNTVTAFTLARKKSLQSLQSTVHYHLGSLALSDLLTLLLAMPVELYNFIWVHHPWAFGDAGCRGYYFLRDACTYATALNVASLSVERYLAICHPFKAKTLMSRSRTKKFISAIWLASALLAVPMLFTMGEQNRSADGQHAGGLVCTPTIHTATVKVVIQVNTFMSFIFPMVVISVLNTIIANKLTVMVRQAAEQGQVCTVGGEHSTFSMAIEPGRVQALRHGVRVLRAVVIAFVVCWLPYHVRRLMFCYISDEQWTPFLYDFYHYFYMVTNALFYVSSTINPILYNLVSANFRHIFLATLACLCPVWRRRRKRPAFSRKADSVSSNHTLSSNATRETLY
LYP inhibition: inhibitors of LYP phosphatase, biochemical, fluorescence intensity, uHTS (AID 1779); recombinant LYP phosphatase, fluorescence intensity; higher % means a stronger effect; inhibition, % at 11.5 µM, or IC50 in µM where a hit was titrated; 290,000 tested, 0.054% active; in the data active = inhibition above about 50%;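 also: plate controls were vehicle with enzyme for no effect and no enzyme for full effect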
RSV CPE inhibition: RSV antiviral activity via CPE protection, HEp-2 cells, primary 10 µM value included (AID 2391). 310,000 tested, 0.13% active. HEp-2 cells, RSV-induced CPE inhibition; higher % means a stronger effect. CPE inhibition, % at 10 µM, or IC50 in µM where a hit was titrated; in the data active = a potency from the dose series; inconclusive = CPE inhibition mostly from about 23% at the one dose, without a potency; inactive = the rest, 99 in 100 with CPE inhibition below about 21%; also: strong numbers were not always called active
AID2073: disruptors of CaV2.2 binding to Mint1 – biochemical, HTRF (AID 2073). 290,000 tested, 0.19% active. HTRF protein-protein interaction, Mint1-CaV2.2; higher % means a stronger effect. one-dose inhibition, % at 20 µM; IC50 in µM for titrated hits; in the data active = inhibition mostly above about 51%, no sharp cut-off; inconclusive = no clear call, values can overlap the other calls; inactive = mostly below about 53%; also: some results filed as inactive read as strong as hits
GPR35 antagonists: GPR35 antagonists blocking zaprinast-driven arrestin recruitment, primary screen, imaging, U2OS, beta-arrestin-GFP, zaprinast agonist (AID 2058); U2OS GPR35 beta-arrestin-GFP translocation imaging, zaprinast antagonism; higher % means a stronger effect; one-dose inhibition, % at 10 µM; IC50 in µM for titrated hits; 290,000 tested, 0.052% active;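 active = inhibition of at least 50% with at least 30 cells and total cytoplasm GFP at most 10,000,000; inconclusive = under 30 cells or total GFP of 10,000,000 plus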
Autophagy HCS: autophagy modulation, high-content screen. 190,000 tested, 0.98% active. calls only at 10 µM (by protocol). AID 463193. MEF GFP-LC3 puncta imaging; test concentration mostly 10 µM;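 active = percentage of spot-positive cells more than 3 SD above its plate mean, without a fluorescence outlier flag or 80% toxicity; inconclusive = no clear call, values can overlap the other calls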;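 also: spot-positive cell cutoff set from DMSO-treated cells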
NS5 inhibitors: flavivirus cap methylation enzyme inhibition – biochemical, confirmation dose response, primary screen (AID 588689); Dengue-2 NS5 methyltransferase capping enzyme assay, biochemical; higher % means a stronger effect; 340,000 tested, 0.3% active; inhibition, % at 25 µM, or IC50 in µM where a hit was titrated; in the data active = a potency from the dose series; inconclusive = inhibition above about 29% without an active follow-up result
WT yeast gro inh mutant strain: recorded beside WT yeast gro inh, whose call it bears; inhibition, %; mitochondrial fusion phenotypic screen, mutant strain inhibition
Autophagy HCS cell loss 18 h: further read-out of Autophagy HCS, marked with its call; toxicity, %; measured here: cell loss, nuclei count;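 cell loss after 18 h compound exposure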
NTR1 ag cell count 20 µM: recorded beside NTR1 ag, whose call it bears; cell count; measured here: cell count, cytotoxicity flag
* hit, by the source's call; i = inactive; ? = inconclusive; · = no result given; + = active, no number; [ ] = another dose, or the depositor's remark.

SMILES	WT yeast gro inh	WT yeast gro inh mutant strain	UTI89 phage lysis	NTR1 ag	NTR1 ag cell count 20 µM	LYP inhibition	RSV CPE inhibition	AID2073	GPR35 antagonists	Autophagy HCS	Autophagy HCS cell loss 18 h	NS5 inhibitors
NC(=O)NC(Cc1ccccc1)c1ccccc1 (stereo not given)	-17	-1	-2.7%	0.7	84	-3%	·	-11%	3%	i	6	-13%
CCCc1nnc(NC(=O)c2cn(CC)c3cc(N4CCN(C)CC4)c(F)cc3c2=O)s1	·	·	·	-1.5	41	-5%	1.7%	6%	0%	·	·	·
OC1(c2ccccn2)COc2ccccc2O1 (stereo not given)	·	·	-0.8%	-0.8	46	-14%	0.6%	6%	-9%	·	·	5%
Nc1ccc2nc(-c3ccc(N)c(Cl)c3)[nH]c2c1	7	7	-1.0%	0.9	45	-25%	-1.1%	36µM*	2%	i	-1	-8%
CC(C)Cn1c(=O)oc2ccccc21	-7	1	-0.8%	-1.1	40	-7%	1.6%	1%	7%	i	1	-4%
COc1ccc(N2C(=O)c3ccccc3NC2c2ccc(OC)c(Cn3cc([N+](=O)[O-])cn3)c2)cc1 (stereo not given)	·	·	0.1%	2.4	58	-8%	2.6%	14%	-6%	·	·	4%
Cc1ccc(CC2CC(=O)N(CCc3ccc4c(c3)OCO4)C2=O)cc1 (stereo not given)	7	13	4.8%	0.3	53	-4%	5.7%	-8%	0%	i	-9	-6%
Cc1ccccc1NC(=O)C1c2ccccc2Oc2ccccc21	16	2	-0.1%	-0.3	93	5%	1.2%	12%	-14%	i	3	-5%
O=C(NCc1ccc2c(c1)OCO2)c1ccc(N2CCCC2=O)cc1	-4	5	0.4%	0.3	80	-9%	3.4%	-4%	6%	i	2	3%
CN(Cc1ccc(C(F)(F)F)cc1)C(=O)C1CCC(=O)N(C2CC2)C1 (stereo not given)	·	·	1.1%[50 µM]	0.4	73	-8%	1.1%	-2%	6%	·	·	1%
CC(C)(C)NCC(O)COc1ccccc1C(C)(C)C (stereo not given)	0	3	5.4%	-0.6	40	-14%	-1.3%	0%	-8%	i	-39	-3%
Cc1ccc(NC(=O)/C(CN(C)C)=N\O)cc1	-5	-8	-2.1%	-0.2	77	3%	0.2%	-10%	-4%	i	24	-3%
O=C(O)c1nn(CC(=O)N2CCC(Cc3ccccc3)CC2)c(=O)c2ccccc12	·	·	0.3%	1.0	46	2%	0.9%	10%	-15%	·	·	-4%
COc1ccc(CCNC(=O)CCCCCn2c(SCC(N)=O)nc3cc4c(cc3c2=O)OCO4)cc1OC	-26	-29	-0.1%	0.4	51	-1%	0.8%	-4%	-11%	i	27	1%
CCC1CC2(C)NC(=O)c3c(sc4c3CC(C)(C)OC4)N2C1=O (stereo not given)	0	-5	0.6%	4.5	52	-7%	·	-28%	1%	i	-12	-2%
CN(C)CCN(C)Cc1ccccc1Sc1cccc2ccccc12	50	42	0.6%	4.1	50	-11%	8.6%	3%	10%	i	2	-1%
CCCCc1ccc(/C=C2/C(=O)ON=C2c2ccccc2)s1	-19	9	-1.3%	·	·	-6%	1.0%	-2%	3%	i	-6	?
Cc1ccc(Cl)cc1-c1ccc(/C=N/n2cnnc2)o1	25	-9	8.8%	1.5	40	-7%	-0.9%	1%	-12%	i	-6	-1%
Brc1ccc2ncnc(NCc3ccccc3)c2c1	·	·	1.3%	1.3	69	-8%	1.5%	25%	4%	i	16	-7%
Cc1ccc(S(=O)(=O)NCC(c2ccccc2)N2CCN(c3ccc(F)cc3)CC2)cc1 (stereo not given)	·	·	1.4%	0.5	67	-2%	·	11%	-4%	·	·	2%
COc1ccc(NC(=O)n2ncc3cc(Cl)ccc32)cc1OC	·	·	0.0%	1.6	98	-8%	10%	-13%	19%	·	·	-3%
COc1cc(C(=O)NC2CC3CCCC(C2)N3CC(=O)Nc2ccccc2)cc(OC)c1OC (stereo not given)	-11	-4	0.5%	0.0	72	-2%	0.8%	5%	4%	i	-10	-6%
COc1ccc(CCNC(=O)Nc2cc(F)c(F)cc2Cl)cc1OC	·	·	0.0%	1.0	59	-10%	5.5%	3%	8%	·	·	-7%
COCCn1c(SCC(=O)N2CC(=O)Nc3ccccc32)nc2ccccc2c1=O	5	-6	0.7%	2.6	52	-9%	0.4%	-6%	-19%	i	14	-15%
NC(=O)C1(N2CCCCC2)CCN(C2CC(=O)N(Cc3ccc(N4CCCC4=O)cc3)C2=O)CC1 (stereo not given)	0	17	0.2%	-0.8	99	-5%	3.1%	-2%	-5%	i	-7	3%
N#Cc1nc(-c2cccs2)oc1NCc1ccc(Cl)cc1	4	-6	0.2%	2.7	60	-16%	0.6%	26%	-8%	i	-12	-2%
CCOC(=O)Nc1cccc(C(=O)O)c1	-21	-2	1.1%	0.3	47	0%	1.2%	8%	-1%	i	-13	-3%
C/C(=N\NC(=S)Nc1ccc(C(C)C)cc1)c1ccc2c(c1)OCO2	20	36	0.0%	6.2	44	1%	8.2%	1%	0%	i	9	-6%
COc1cc(C)nc(N2CCCC(C(=O)Nc3cccc(Cl)c3Cl)C2)n1 (stereo not given)	17	1	1.6%	5.8	55	-4%	1.8%	-7%	1%	i	-7	-2%
Cc1cnc(-c2nnc(N(C)C(=O)c3cccnc3)s2)cn1	0	-5	7.6%	-1.4	53	-8%	0.8%	-5%	-16%	i	13	-2%
Cc1cc(Cn2nc(C(=O)NCc3cccc(Br)c3)cc2-c2ccccc2)on1	·	·	0.0%	-1.1	93	·	3.4%	·	·	·	·	-12%
C/C=C/Cn1c(Br)nc2c1c(=O)n(C)c(=O)n2C	-8	-35	0.5%	-0.6	66	-4%	0.1%	4%	-2%	i	-12	-7%
C#Cc1cccc(NC(=O)c2ccc(Cl)cc2Cl)c1	·	·	0.2%	-0.2	105	-1%	11%	10%	17%	·	·	1%
O=S(=O)(c1cccc(NC(=S)N2CCN(c3ccccc3)CC2)c1)C(F)F	-24	11	2.9%	0.8	79	-1%	10%	-31%	-5%	i	8	·
CCOc1ccc2ccccc2c1CNCCc1ccc(S(N)(=O)=O)cc1	·	·	1.3%	0.5	52	-13%	1.0%	0%	0%	·	·	-9%
CCn1c(SC)nnc1C1CCN(CC(=O)Nc2ccccc2N2CCOCC2)CC1	·	·	-0.2%	1.0	47	-8%	0.7%	6%	10%	·	·	-8%
Cc1ccnc(NC(=O)CCC(=O)N(CC(=O)NCC2CCCO2)Cc2ccc(F)cc2)c1 (stereo not given)	-4	-8	-0.1%	0.0	63	-8%	1.4%	10%	-16%	i	2	-5%
Cc1ccc(-c2ccc3nnc(SCC(=O)NCC4CCCO4)n3n2)cc1 (stereo not given)	4	-3	1.3%[50 µM]	0.1	65	-8%	5.6%	43%	2%	i	3	3%
O=C(NCC1COc2ccccc2O1)C1CCN(S(=O)(=O)c2cccc3nsnc23)CC1 (stereo not given)	-13	-7	3.1%	-4.9	100	7%	8.4%	-1%	11%	i	-6	-8%
Nc1c(C(=O)NCc2ccco2)sc2nc(N3CCOCC3)c3c(c12)CCCC3	-3	-12	0.2%	2.2	112	-5%	3.6%	18%	-23%	i	-2	0%
c1ccc(N2CCN(c3c4c(nc5ncnn35)CCC4)CC2)cc1	14	8	8.2%	3.1	73	-2%	1.9%	-3%	-3%	i	5	-12%
Oc1ccc(Br)cc1-c1ccn[nH]1	5	-15	-8.1%	0.4	45	6%	8.3%	?	1%	i	-8	-1%
CCOC(=O)CSc1nnc(NC(=O)NC(C)C)s1	-5	9	0.4%	0.0	85	-5%	1.2%	-2%	-15%	i	7	-9%
O=C(N/N=C/c1ccc2c(c1)OCO2)C(=O)Nc1ccccc1Cl	·	·	-0.3%	-0.8	73	-6%	0.1%	7%	13%	·	·	3%
COc1ccc2c(C)cc(SCC(=O)N(C)C3CCS(=O)(=O)C3)nc2c1 (stereo not given)	15	-2	0.2%	-0.2	54	-5%	1.0%	39%	8%	+	4.2*	-5%
CCc1ccc(Nc2nc(N)nc(CSc3nc4ccccc4s3)n2)cc1	72*	25*	6.7%[50 µM]	32	67	2%	11%	1%	10%	i	-9	1%
CC(=O)Nc1cccc(NC(=O)CSc2nc3c(c(=O)n(C)c(=O)n3C)n2C)c1	·	·	-0.1%	-1.0	45	-9%	-0.5%	-8%	12%	·	·	-2%
CCOC(=O)c1cnc2c(c(C)nn2CC)c1Cl	-12	9	0.7%	2.2	47	-6%	20%	4%	0%	i	0	-10%
Cc1ccccc1OCCC(=O)OCC(=O)c1c(N)n(CC(C)C)c(=O)n(C)c1=O	·	·	-1.0%[50 µM]	2.5	61	2%	16%	1%	-9%	·	·	-7%
Cn1c(CN2CCOCC2)nnc1SCc1cccc(F)c1	1	-4	-0.2%	2.6	45	-8%	-0.7%	-9%	1%	i	-7	-1%
Cc1ccc(CC(=O)N2CCN(c3ccccc3F)CC2)cc1	-3	-10	0.3%	1.0	88	-1%	2.1%	0%	-8%	i	6	4%
CC(O)CSc1nc2c(c(=O)[nH]c(=O)n2C)n1Cc1ccccc1 (stereo not given)	·	·	-3.0%	-1.0	60	-6%	2.3%	19%	-2%	·	·	3%
CCn1c(C(C)NS(=O)(=O)c2ccc(Cl)cc2)n[nH]c1=S (stereo not given)	·	·	0.0%	0.9	71	-6%	2.3%	-2%	3%	·	·	-5%

Already shown: 7 of the compounds above.
SMILES	WT yeast gro inh	WT yeast gro inh mutant strain	UTI89 phage lysis	NTR1 ag	NTR1 ag cell count 20 µM	LYP inhibition	RSV CPE inhibition	AID2073	GPR35 antagonists	Autophagy HCS	Autophagy HCS cell loss 18 h	NS5 inhibitors
CCOC(=O)CSc1nnc(NC(=O)NC(C)C)s1	-5	9	0.4%	0.0	85	-5%	1.2%	-2%	-15%	i	7	-9%
O=C(N/N=C/c1ccc2c(c1)OCO2)C(=O)Nc1ccccc1Cl	·	·	-0.3%	-0.8	73	-6%	0.1%	7%	13%	·	·	3%
COc1ccc2c(C)cc(SCC(=O)N(C)C3CCS(=O)(=O)C3)nc2c1 (stereo not given)	15	-2	0.2%	-0.2	54	-5%	1.0%	39%	8%	+	4.2*	-5%
CCc1ccc(Nc2nc(N)nc(CSc3nc4ccccc4s3)n2)cc1	72*	25*	6.7%[50 µM]	32	67	2%	11%	1%	10%	i	-9	1%
CC(=O)Nc1cccc(NC(=O)CSc2nc3c(c(=O)n(C)c(=O)n3C)n2C)c1	·	·	-0.1%	-1.0	45	-9%	-0.5%	-8%	12%	·	·	-2%
CCOC(=O)c1cnc2c(c(C)nn2CC)c1Cl	-12	9	0.7%	2.2	47	-6%	20%	4%	0%	i	0	-10%
Cc1ccccc1OCCC(=O)OCC(=O)c1c(N)n(CC(C)C)c(=O)n(C)c1=O	·	·	-1.0%[50 µM]	2.5	61	2%	16%	1%	-9%	·	·	-7%
